Rin1 Abl inh: inhibitors of Rin1-Abl protein binding, primary screen, biochemical, TR-FRET. actives 0.4% (n = 360,000). inhibition, % at 7.35 µM. AID 588664, 2011; in the data active = inhibition above about 5%, passing the limit was not always enough
FAS-TE inh: FAS thioesterase domain inhibitors, primary screen, biochemical, fluorescence intensity, uHTS. Fatty acid synthase (Homo sapiens), P49327. recombinant FAS-TE, OMFH fluorogenic substrate, fluorescence endpoint. inhibition, % at 15 µM. actives 0.67% (n = 360,000). AID 602261, 2012;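 active = compounds whose normalised, plate-corrected inhibition of enzyme fluorescence in the single-dose primary screen is 50% or more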;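 note: 0% = DMSO with enzyme and 100% = substrate without enzyme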
MT1-MMP act inh: blockers of MT1-MMP proenzyme processing, primary screen, HT1080 RFP-PRO-GFP cells, GFP/RFP fluorescence; GFP/RFP ratio fluorescence, overnight; percent of plate control window, DMSO zero; GFP/RFP ratio change, % at 20 µM; actives 0.061% (n = 360,000); AID 651647, 2012;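 active = GFP/RFP ratio change of at least 30% with cell ATP level not reduced by more than half and red fluorescence within 50% of control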; note: strong numbers were not always called active
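Assay system: RFP-PRO-GFP reporter HT1080 cells; read-out basis: GFP/RFP fluorescence ratio; benchmarks: DMSO wells and RFP-L50D-GFP cells; doses: 20 µM single dose, 1% DMSO; schedule: overnight cell settling, then overnight compound exposure, 37 °C, 5% CO2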
eLon inh: inhibitors of E. coli Lon protease, primary screen, biochemical, fluorescence polarization; AID 602123, 2011; inhibition, % at 7.94 µM; actives 0.42% (n = 360,000); purified E. coli Lon protease; P0A9M0; in the data active = inhibition above about 13%, passing the limit was not always enough;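 note: 0% = enzyme with probe and DMSO and 100% = no enzyme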
CSN deneddyl inh: inhibitors of CSN-mediated cullin deneddylation, primary screen, biochemical, fluorescence polarization, uHTS; actives 0.38% (n = 360,000); Purified CSN, SCF-Nedd8-OG deneddylation; COP9 signalosome complex subunit 5 (Homo sapiens), Q92905; inhibition, % at 12.5 µM;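 active = pattern-corrected inhibition above about 35%, with an unprinted fluorescence ratio check between 0.5 and 1.5, limit read from the data, passing the limit was not always enough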;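 note: 0% = enzyme with substrate and 100% = substrate without enzyme; some results filed as inactive read as strong as hits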
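Material: purified human Csn5 enzyme expressed in HEK293T cells / Medium: Tris buffer pH 7.5, NaCl, DTT, Tween-20, trehalose, ovalbumin / Compound dosing: 12.5 µM single point / Schedule: 90 min incubation of compound, enzyme and substrate at room temperature / Signal: fluorescence polarization of the substrate / Control set: no-enzyme wells high, enzyme-with-substrate wells low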
MsrA inhibitor: bovine MsrA enzyme inhibitors, primary screen, biochemical, absorbance, HTS; actives 0.75% (n = 360,000); inhibition, % at 15.5 µM; AID 651718, 2012; Methionine sulfoxide reductase A (Bos taurus); purified bovine MsrA, absorbance read-out; in the data active = inhibition above about 4.5%;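 note: 0% = vehicle wells with enzyme and 100% = reference inhibitor wells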
Rpn11 inh: Rpn11 (PSMD14) deubiquitinase inhibitors, primary screen, biochemical, fluorescence polarization, uHTS. calls only at 20 µM. 26S proteasome non-ATPase regulatory subunit 14 (Homo sapiens), O00487. human 26S proteasome, Ub4-pepOG fluorescence polarization; 20S core pre-blocked with epoxomicin. actives 0.59% (n = 360,000);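 active = inhibition at 20 µM, scaled to each plate's controls, above about 33%, limit read from the data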
bovine MsrA act: bovine MsrA enzyme activators, primary screen, biochemical, absorbance, HTS. Methionine sulfoxide reductase A (Bos taurus). purified bovine MsrA, absorbance read-out. activation, % at 10.6 µM. actives 0.3% (n = 360,000). AID 602163, 2012; in the data active = activation above about 7.5%;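 note: 0% = vehicle and 100% = reference activator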
PABP1 MLLE inh: inhibitors of PABP1 MLLE–PAM2 peptide binding, primary screen, biochemical, fluorescence polarization, FITC-PAM2, GST-MLLE | Polyadenylate-binding protein 1 (Homo sapiens), P11940 | inhibition, % at 20 µM | actives 0.36% (n = 360,000) | AID 588489, 2011; in the data active = inhibition above about 35%, passing the limit was not always enough;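 note: plate controls were DMSO wells with GST-MLLE for no effect and wells lacking GST-MLLE protein for full effect; some results filed as inactive read as strong as hits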
* marks the source's active call; other numbers are inactive results; i = inactive; nt = no result given; + = active, no number. Random draw from the library; any-hit rate near 3.7%.

SMILES	Rin1 Abl inh	FAS-TE inh	MT1-MMP act inh	eLon inh	CSN deneddyl inh	MsrA inhibitor	Rpn11 inh	bovine MsrA act	PABP1 MLLE inh
Cc1cc(N2CCN(C(c3ccccc3)c3ccc(Cl)cc3)CC2)n2ncnc2n1 (configuration not stated)	-5	58*	3	1	3	-1.0	i	-1	-4
CCc1nnc(NC(=O)c2cc(-c3ccc(C)o3)nc3ccccc23)s1	2	-2	-4	-12	2	1.4	i	-7	11
COc1ccc2c(c1)c(CC(=O)OCC(N)=O)c(C)n2C(=O)c1ccc(Cl)cc1	-1	9	-1	-2	-2	-0.6	i	-3	5
CN(C)CCNc1oc(COc2ccc(Cl)cc2)nc1C#N	4	-12	-2	-1	-2	-0.1	i	-10	-2
Cc1csc(NC(=O)c2ccco2)c1C(=O)c1ccccc1	-1	-6	7	-5	-3	-1.3	i	-2	-5
N#Cc1cccc(NC(=O)c2cncn2-c2ccccc2)c1	-1	1	-2	5	-2	-0.2	i	-3	-8
CCOC(=O)c1c(C)[nH]c(C(=O)OCC(=O)c2ccc3c(c2)NC(=O)CO3)c1C	-1	-6	1	-21	3	-0.7	i	-6	-16
O=C(Nn1c(=O)[nH]c2ccccc2c1=O)c1ccco1	-3	-10	4	-5	-3	1.7	i	-4	6
COCC1CCN(C(=O)CCc2nnc(C3(c4ccc(Cl)cc4)CCC3)o2)C1 (configuration not stated)	-2	-5	0	-1	1	0.2	i	-3	-2
COc1ccc(-c2coc3c(C(=O)NC4CCCCC4)cccc23)c(C)c1	3	16	-2	0	1	0.4	i	-1	-17
CCOC(=O)C1=C(C)c2ccccc2OC1(C)C(=O)OCC (configuration not stated)	-2	2	-3	-3	5	1.2	i	4	-29
COC(=O)c1cc2c(s1)CS(=O)C2 (configuration not stated)	4	-7	-1	-3	0	-0.5	i	3	6
O=C(CN1C(=O)/C(=C\c2ccco2)SC1=S)Nc1ccc(O)cc1C(=O)O	0	0	25	-25	70*	1.6	nt	-6	-12
CCOc1ccc(C2c3[nH]c4ccccc4c3CCN2C(=O)Cn2cncn2)cc1 (configuration not stated)	-1	1	-41	3	4	-0.3	i	0	-14
S=C1NC[C@H](c2ccccc2)N1CC1CCCCC1	1	5	5	3	-7	-0.1	i	-1	-133
CN(C)S(=O)(=O)c1ccc(C(=O)N2CC(=O)Nc3ccc(F)cc3C2c2ccc(F)cc2)cc1 (configuration not stated)	0	-1	-11	4	0	-0.9	i	-2	2
CCOc1ccccc1N1CC(C(=O)N(CC)CC(=O)Nc2ccc3c(c2)OCCO3)CC1=O (configuration not stated)	0	-4	-2	-2	-3	-0.5	i	-8	8
Cc1ccnc(OC(C(=O)O)C(OCc2ccccc2)(c2ccccc2)c2ccc(C(F)(F)F)cc2)n1 (configuration not stated)	-2	16	-2	-6	2	1.1	i	0	0
OCC1CCCCN1C(=S)Nc1cccc(Cl)c1 (configuration not stated)	-5	-6	1	3	-7	-0.7	i	-3	-71
Cc1ccc(Nc2nc3nonc3nc2N(C)C)cc1	-6	4	2	-1	-7	3.6	i	-3	5
CCOC(=O)N1CCN(C(=O)CN(C2CCCCC2)S(C)(=O)=O)CC1	1	-16	0	-4	-2	-0.5	i	-10	-33
CC(C)(C)C(=O)NC1CCN(C(=O)N2CCCC2)CC1	0	-8	-1	1	0	1.2	i	0	1
COc1ccccc1NC(=O)N(Cc1ccccc1)c1ccccn1	3	25	-6	6	4	0.3	i	-5	14
COc1ccc(C(=O)NNC(=O)c2ccc3ccccc3c2O)cc1	-2	7	1	4	-5	1.7	i	-4	8
O=c1[nH]c2ccc(NCc3ccccc3OCc3ccc(Cl)cc3)cc2[nH]1	-3	12	-10	-4	4	1.6	i	-2	5
CC(=O)Nc1ccc(N2C(=O)CSC2c2ccc(F)cc2)cc1 (configuration not stated)	3	-14	3	1	3	2.6	i	0	5
CCC(CO)Oc1cc(NC(=O)c2ccc(C)cc2)c2ncn(C(C)C)c2c1 (configuration not stated)	3	-8	-4	0	3	-0.6	i	-1	2
OC(COCc1ccc(Cl)cc1)CN1CCN(c2ccccn2)CC1 (configuration not stated)	0	-12	1	-7	-6	-0.3	i	-3	2
Cc1[nH]n(-c2ccccc2)c(=O)c1/C=N/N(c1ccccc1)c1ccccc1	-2	47	1	-2	3	2.3	i	-2	-6
COc1ccc(NC(=O)CNc2cccc(S(=O)(=O)N3CCCCCC3)c2)c([N+](=O)[O-])c1	2	25	7	-3	-2	2.4	i	-6	10
CC(=O)Oc1ccc(CCC(C)OC(C)=O)cc1 (configuration not stated)	1	-9	-4	7	5	0.3	+	-1	0
CCc1cccc(C)c1NC(=O)COC(=O)c1c2c(nc3ccccc13)/C(=C\c1cccs1)CCC2	-1	23	1	-15	-2	0.3	i	-3	-13
CCCOc1ccccc1/C=C1\SC(N2CCCCC2)=NC1=O	-3	4	10	-20	0	2.1	i	-5	-10
CCOc1ccc(C(=O)Nc2cc(C)ccn2)cc1	1	-7	-4	0	-7	1.5	i	-1	18
CCOC(=O)CC1Sc2ccccc2NC1=O (configuration not stated)	0	-8	-1	-2	3	nt	i	-3	3
CCOc1cc(C2C3=C(CCCC3=O)Nc3nc(C(=O)OC)nn32)ccc1OC (configuration not stated)	-3	-8	5	0	3	1.5	i	0	7

The final 3 entries of the section above come first, to join the parts:
SMILES	Rin1 Abl inh	FAS-TE inh	MT1-MMP act inh	eLon inh	CSN deneddyl inh	MsrA inhibitor	Rpn11 inh	bovine MsrA act	PABP1 MLLE inh
CCOc1ccc(C(=O)Nc2cc(C)ccn2)cc1	1	-7	-4	0	-7	1.5	i	-1	18
CCOC(=O)CC1Sc2ccccc2NC1=O (configuration not stated)	0	-8	-1	-2	3	nt	i	-3	3
CCOc1cc(C2C3=C(CCCC3=O)Nc3nc(C(=O)OC)nn32)ccc1OC (configuration not stated)	-3	-8	5	0	3	1.5	i	0	7
CCN(c1ccccc1)S(=O)(=O)c1ccc(C(=O)NCc2ccco2)cc1	1	11	-4	-6	4	0.3	i	-2	-14
C/C(=N\NC(=O)c1cccs1)c1ccc2c(c1)OCO2	0	-4	1	-6	-20	0.6	i	-9	-1
CSC1=NCCN1C(=O)c1ccc(S(=O)(=O)N2CCOCC2)cc1	0	0	6	1	1	0.3	i	0	4
C=CCc1ccc(OCCOCCNCCCC)c(OC)c1	-1	-12	1	-5	-2	-0.1	i	-2	2
COc1ccc(/C=C/C(=O)Nc2nnc(C(C)C)s2)cc1OC	-3	-2	4	7	-3	0.7	i	0	6
CC1=NN(C(=O)c2ccncc2)C(=O)C1N=Nc1ccc2ccccc2c1 (configuration not stated)	1	10	14	-4	-1	-0.3	i	-1	-18
O=C(CN1CCN(C(=O)CCC(=O)N2CCC(c3ccccc3)=N2)CC1)Nc1cccc(F)c1	-2	-1	4	3	2	-0.2	i	0	-50
Cc1nc(N2CCc3ccccc3C2)[nH]c(=O)c1CCC(C)C	1	-7	-8	-12	1	nt	i	-13	12
CCOC(=O)c1ccc(NC(=S)N(CCCN(CC)CC)Cc2ccco2)cc1	3	-10	1	-4	1	-0.9	i	-6	-29
CCCS(=O)(=O)NC(=O)C1(C)CCCN(C(=O)COCc2ccccc2)C1 (configuration not stated)	1	-7	2	-1	3	-0.3	i	-2	2
CC(C)Oc1cccc(-c2cc(C(=O)NN3CCOCC3)c3ccccc3n2)c1	-1	0	-4	5	1	1.5	i	-6	-8
O=C(Nc1ccccn1)C1CCN(S(=O)(=O)c2cccs2)CC1	2	-3	-3	3	-3	-0.6	i	-3	1
O=C1C=C(c2ccccc2)C[C@H](c2cccs2)[C@H]1n1cnc([N+](=O)[O-])c1	-2	7	-2	-6	4	1.5	i	0	-8
Cn1c(CN2CCN(c3ccccc3NS(C)(=O)=O)CC2)nc2ccccc21	2	0	-1	-16	5	-0.2	i	-1	-3
COc1ccc(-c2cn(CC3CCCCC3)nn2)cc1	4	-4	-1	4	0	0.9	i	-7	2
O=C(Cc1ccc(Br)cc1)N/N=C/c1cccnc1	0	-1	0	-3	-4	-0.7	i	-1	-4
O=C(CCNc1n[nH]c(=O)[nH]c1=O)N1CCOCC1	-3	-2	-2	3	0	1.0	i	-2	5
CC(C)(C)C(=O)Nc1sc2c(c1C#N)CCCCC2	-1	10	-1	14	-5	3.0	i	-3	5
CCOC(=O)N1CCC(N2C(=O)c3ccc(C(=O)Nc4cccc(OC)c4)cc3C2=O)CC1	2	-6	-7	-4	0	0.6	i	-1	2
Cc1cccnc1NC(=O)c1cccc(S(=O)(=O)N2CCN(c3ccc(F)cc3)CC2)c1	1	10	-8	-7	-2	-1.0	i	-6	0
O=[N+]([O-])c1ccc(F)c(N=Cc2ccc(Br)s2)c1	1	-9	1	-1	-1	0.2	i	-1	2
CNC(=S)N(CCc1c(C)[nH]c2ccc(C)cc12)Cc1cccs1	-2	20	2	5	-9	1.1	i	-1	-119
CC(Oc1ccccc1)C(=O)Nc1oc(-c2ccco2)c(-c2ccco2)c1C#N (configuration not stated)	-5	20	nt	-12	38*	2.4	i	-5	-33
Cc1ccc(NC(=O)COC(=O)CN2CCCCCC2=O)c(C)c1	-2	-2	-3	4	2	0.0	i	-5	6
N#Cc1ccc(S(=O)(=O)NC2CCN(Cc3ccccc3)CC2)cc1	1	-5	2	2	-3	0.6	i	-2	-1
CC(C)c1ccc(NC(=O)C2CCCCC2C(=O)O)cc1 (configuration not stated)	-2	-8	7	3	-5	1.0	i	-11	4
Cc1ccccc1C(=O)N=c1sccn1C	2	-12	5	-9	-5	1.7	i	-2	-17
COc1ccccc1CNC(=O)c1cc(-c2ccccc2)nn1CC1CC(c2cccnc2)=NO1 (configuration not stated)	1	-12	0	-5	-4	0.0	i	-1	-8
CCCCC(=O)NCCc1ccc(S(N)(=O)=O)cc1	0	-8	2	-7	2	-1.7	i	-9	5
C/C=C/C(=O)OCC(=O)Nc1ccc(SC(F)F)cc1	1	1	6	5	5	-0.2	i	-3	29
COc1ccc(NC(=O)C2Cc3c(-c4ccncc4)ccnc3O2)cc1OC (configuration not stated)	0	-2	-2	-2	1	0.1	i	0	-13
COc1ccc(NC(=O)CN2C(=O)NC(CC(C)C)C2=O)cc1S(=O)(=O)N1CCOCC1 (configuration not stated)	0	-9	-1	7	-2	-0.3	i	-2	-4
Nc1[nH]c(C(=O)c2ccccc2)c(-c2ccc(Cl)cc2Cl)c1C(=O)c1ccc(Cl)c(Cl)c1	nt	26	2	2	1	0.6	nt	-11	nt
COc1ccc(CNC(=O)Cc2cccs2)cc1	-3	-4	1	-7	0	nt	i	-2	-20
